High-throughput results: PubChem BioAssay, several laboratories
LAP4 TOR yeast – modulators of TOR pathway LAP4-GFP in S. cerevisiae | hit rate 0.34% among 320,000 | S. cerevisiae LAP4-GFP multiplex, flow cytometry GFP, 3 h; median GFP as percent of DMSO wells | GFP response vs DMSO, % at 10 µM;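 active = GFP response vs DMSO above a set limit, about the screen mean plus 3 SD, cut at about 150% in these data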
AHR activator – activates the human aryl hydrocarbon receptor | P35869 | AHR-responsive luciferase reporter cells, luminescence | activation, % at 5 µM | hit rate 2.5% among 320,000 | AID 2796; in the data active = activation above about 47%;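 also: 0% = vehicle wells and 100% = reference agonist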
Target sequence (P35869 whole entry, looked up): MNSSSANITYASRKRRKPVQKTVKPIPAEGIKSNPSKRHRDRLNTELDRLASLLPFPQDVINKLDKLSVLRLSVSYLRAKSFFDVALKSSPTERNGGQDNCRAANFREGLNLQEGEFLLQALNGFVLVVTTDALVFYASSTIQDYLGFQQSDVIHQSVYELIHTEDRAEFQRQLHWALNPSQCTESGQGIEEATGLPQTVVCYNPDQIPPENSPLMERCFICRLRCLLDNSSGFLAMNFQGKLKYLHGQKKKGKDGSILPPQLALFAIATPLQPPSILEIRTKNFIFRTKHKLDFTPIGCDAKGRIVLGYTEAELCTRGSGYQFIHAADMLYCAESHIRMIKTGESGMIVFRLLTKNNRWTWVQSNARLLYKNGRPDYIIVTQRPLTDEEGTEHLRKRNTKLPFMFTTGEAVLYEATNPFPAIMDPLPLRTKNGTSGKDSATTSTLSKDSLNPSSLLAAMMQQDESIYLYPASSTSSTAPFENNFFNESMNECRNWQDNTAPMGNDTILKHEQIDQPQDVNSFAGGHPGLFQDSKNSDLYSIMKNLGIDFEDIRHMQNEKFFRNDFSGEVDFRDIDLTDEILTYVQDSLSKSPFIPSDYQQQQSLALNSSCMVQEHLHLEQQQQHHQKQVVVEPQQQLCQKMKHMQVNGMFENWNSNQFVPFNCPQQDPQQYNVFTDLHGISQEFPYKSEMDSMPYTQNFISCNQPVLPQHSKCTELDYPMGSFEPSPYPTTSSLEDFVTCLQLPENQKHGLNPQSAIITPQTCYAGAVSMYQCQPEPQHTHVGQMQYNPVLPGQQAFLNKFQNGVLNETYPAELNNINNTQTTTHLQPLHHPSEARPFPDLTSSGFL
EBNA-1 inh – blocks EBNA-1 binding to DNA. EBNA-1 DNA binding, fluorescence polarization. hit rate 0.34% among 300,000. AID 1950. inhibition, % at 14.8 µM; in the data active = inhibition above about 28%
proCasp7 act – counter-screen: procaspase-7 (human) activation; P55210; activation, % at 8.5 µM; hit rate 0.093% among 330,000; AID 463210; recombinant procaspase-7, Ac-DEVD-pNA absorbance 405 nm; D23A/D198A/D206A triple mutant, cannot self-cleave; scale: DMSO 0, 5 µM enzyme 100;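 active = percent activation above the screen-wide mean plus 3 SD, cut at about 25% in these data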
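signal = Epi-absorbance of released pNA at 405 nm, two timepoints | assay system = Uncleavable procaspase-7 mutant enzyme | reagent = Ac-DEVD-pNA substrate, 400 µM as added | times = 1 h enzyme–compound preincubation and 2 h substrate reaction, both 25 °C | benchmarks = low DMSO alone, high DMSO plus 5 µM PC-7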
MEP2-GFP yeast – alters MEP2-GFP fluorescence in TOR pathway yeast screen | AID 2016 | hit rate 0.51% among 330,000 | GFP response vs DMSO, % at 10 µM | S. cerevisiae MEP2-GFP strain, flow cytometry GFP, 3 h; 100% = DMSO control level;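 active = GFP response versus DMSO above a set limit, roughly screen mean plus 3 SD, cut at about 180% in these data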;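 also: median GFP fluorescence of the barcode-gated MEP2-GFP cells per well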
RPL19A TOR yeast – modulators of TOR pathway RPL19A-GFP in S. cerevisiae; percent response vs DMSO, % at 10 µM; AID 2025; S. cerevisiae RPL19A-GFP strain, flow cytometry, 3 h; hits give low values; hit rate 0.3% among 330,000;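 active = percent response vs DMSO below 50%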;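 also: median channel GFP fluorescence of the barcoded RPL19A-GFP strain; ratio of sample median GFP to plate DMSO average so 100% = DMSO; lower means less RPL19A-GFP as with rapamycin TOR inhibition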
procasp3 activ – activates human procaspase-3. recombinant procaspase-3 D3A, Ac-DEVD-pNA absorbance 405 nm. activation, % at 8.5 µM. hit rate 0.11% among 330,000. AID 463141;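 active = activation above the mean of all tested compounds plus 3 SD, cut at about 21% in these data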;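 also: 0% = DMSO alone and 100% = DMSO wells spiked with extra 5 µM PC-3 D3A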
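Test system: Procaspase-3 D3A mutant; medium: Zinc-free HEPES/NaCl buffer with 0.01% Triton X-100 at pH 7.4; reagent: DEVD-pNA substrate; doses: one concentration, 8.5 µM nominal, 0.8% DMSO; times: 1 h preincubation plus 2 h reaction at 25 °C; signal: Epi-absorbance at 405 nm of released p-nitroaniline, 0 and 120 min; replicates: singlicate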
ZTA DNA inh – ZTA (EBV) inhibition in EBNA-1 counter-screen; AID 2234; ZTA-DNA binding, fluorescence polarization; P03206; hit rate 0.15% among 320,000; inhibition, % at 11 µM; in the data active = inhibition above about 33%
The depositor's hits bear a star; . = not tested or not shown; [ ] = dose if it differs, or a comment. Outcome played no part in choosing rows; 3.8% or so of the library scored in one or more.

SMILES	LAP4 TOR yeast	AHR activator	EBNA-1 inh	proCasp7 act	MEP2-GFP yeast	RPL19A TOR yeast	procasp3 activ	ZTA DNA inh
COc1ccc(-c2nc(CS(=O)(=O)CC(=O)NCCCc3ccccc3)c(C)o2)cc1	94	0	9	1	108	107	0	0
Cc1ccc(NC(=S)NC(NC(=O)c2ccccc2C)C(Cl)(Cl)Cl)c(C)c1 (stereo not given)	102	6	-3	-11	100	101	3	3
O=C(COc1ccc(C2SCCS2)cc1)Nc1ccc(Cl)cc1	103	2	-6	7	98	98	1	8
COc1cc2c(cc1OC)C(c1ccc(C)o1)CC(=O)N2 (stereo not given)	100	14	-5	-30	101	104	-14	2
O=C(Nc1ccc(Br)c2cccnc12)c1ccc(Cn2cc(Cl)cn2)o1	97	22	-9	4	113	112	0	-6
Cn1c(N/N=C2\CCCc3ccccc32)nc2c1c(=O)n(Cc1ccccc1)c(=O)n2C	96	10	-3	13	102	101	2	-21
O=C(c1ccccc1F)N1CCN(c2cccc(C(F)(F)F)c2)CC1	96	-6	-2	-6	103	99	0	3
CC(=O)C1=C(O)C(=O)N(CCC(=O)O)C1c1ccccc1Cl (stereo not given)	112	-1	1	1	114	113	-3	-3
Cc1ccccc1C(=O)NC(=S)Nc1cccc(NC(=O)C(C)C)c1	101	4	7	-2	120	126	-3	8
Cc1cc(C)cc(NC(=O)CN(C)S(=O)(=O)c2cccc3nsnc23)c1	97	16	1	6	96	97	2	11
Cn1c(C(=O)N(Cc2ccccc2)Cc2cccs2)cc2sccc21	94	1	5	2	91	97	4	4
O=C(c1cc(Cl)nc2ccccc12)N1CCc2ccccc2C1	93	15	8	4	96	95	7	13
CCN(C(=O)COC(=O)Cn1c(C)csc1=O)c1c(N)n(Cc2ccccc2)c(=O)[nH]c1=O	104	1	-2	8	102	94	20	3
Cn1c(=O)[nH]c2ncccc21	112	0	-6	5	126	111	6	-19
O=C(CSc1ncccn1)N1CCCC1	101	0	-1	8	94	100	3	-16
NC(=S)NN=C(Cc1ccccc1)Cc1ccccc1	112	2	-6	-11	97	94	2	-10
COc1ccc(C)cc1S(=O)(=O)Nc1ccc(F)cc1	101	0	0	-2	102	98	5	-14
CC(=O)Nc1ccc(S(=O)(=O)Nc2cc3c(cc2C(C)=O)OCO3)cc1	83[may fluoresce violet]	1	8	9	466*[may fluoresce violet]	51[may fluoresce violet]	4	-7
COc1ccc(CCN(C)C(=O)c2cncc(Br)c2)cc1OC	108	9	6	7	100	101	-1	-15
CCOC(=O)c1ccc(Oc2nc(OC)cc(OC)n2)cc1	105	3	-6	-7	107	99	0	-26
O=C(NC1CCN(C(=O)c2ccccc2Br)CC1)c1ccccc1	99	4	-2	0	104	98	-1	5
COc1ccc(CCNC(=O)CSc2nncn2N)cc1OC	106	2	1	6	107	100	3	10
Cc1ccsc1/C=N/NC(=O)c1ccncc1	103	4	5	-3	96	101	4	-5
COCCOC(=O)c1c(NC(=O)CN2c3ccccc3CC2C)sc(C(N)=O)c1C (stereo not given)	100	1	-1	10	103	104	-3	22
O=C(c1ccc(Cl)cc1)N1CCCOC1	89[may fluoresce violet]	1	-7	4	410*[may fluoresce violet]	50[may fluoresce violet]	-1	-4

By substructure, the compounds so far containing an NH in an aromatic ring
SMILES	LAP4 TOR yeast	AHR activator	EBNA-1 inh	proCasp7 act	MEP2-GFP yeast	RPL19A TOR yeast	procasp3 activ	ZTA DNA inh
CCN(C(=O)COC(=O)Cn1c(C)csc1=O)c1c(N)n(Cc2ccccc2)c(=O)[nH]c1=O	104	1	-2	8	102	94	20	3
Cn1c(=O)[nH]c2ncccc21	112	0	-6	5	126	111	6	-19

(more compounds)
SMILES	LAP4 TOR yeast	AHR activator	EBNA-1 inh	proCasp7 act	MEP2-GFP yeast	RPL19A TOR yeast	procasp3 activ	ZTA DNA inh
CC(C)c1ccc(N2C=Nc3ccc(C(C)C)cc3C2)cc1	94	7	-12	2	90	91	1	1
COC(=O)c1c(C(=O)NCc2ccccc2)ncn1CC(O)COc1ccccc1 (stereo not given)	89	0	-7	12	101	102	3	1
CC(=O)Nc1ccc(S(=O)(=O)N2CCN=C2C)cc1	77	1	4	-6	86	97	4	-4
Cc1sc2nc(SCc3ccccc3)n(Cc3ccco3)c(=O)c2c1C	108	3	7	-2	106	100	-3	4
CN(C)NC(=S)NC1CC2CCC1C2 (stereo not given)	103	-2	4	9	98	92	10	2
CN1CCN(c2c(/C=N/O)c3ccccc3n2C)CC1	95	10	5	4	107	106	6	14
O=C(OCc1ccccc1)/C(=C/c1cccc(Br)c1)NC(=O)c1ccco1	100	1	10	3	100	109	-2	1
CCn1cc(CNC(=S)Nc2cccc3ccccc23)cn1	110	4	-9	-2	107	92	2	1
O=C(NCc1ccco1)c1cc2cc(Br)ccc2o1	105	6	-1	-20	107	104	-9	9
O=C(O)CCCn1cc(NC(=O)COc2cccc(Cl)c2)cn1	84	-2	6	-2	103	112	0	-15
Cc1ccc(-c2nn(C)c(=O)c3ccccc23)cc1S(=O)(=O)N1CCCC1	101	2	-1	1	99	100	-8	-2
Cc1ccc2cccc(NC(=S)NC(=O)c3ccnn3C)c2n1	105	55*	40*	-17	101	101	-3	-21
N#C/C(=C(/O)COc1ccc(Br)cc1)c1nnc2n1CCCCC2	77	1	1	12	87	101	-3	-23
O=C(NNC(=O)c1cc([N+](=O)[O-])ccc1Cl)c1cccs1	86	2	-4	20	101	101	13	-9
COC(=O)c1scc(C)c1N/N=C(\C)c1ccc(F)cc1	120	-1	8	7	108	109	7	9
CCn1c(=O)cc(SCC(=O)NCCCN2CCN(c3ccc(F)cc3)CC2)c2ccccc21	97	4	-6	-12	103	100	7	-11
CCOC(=O)C1CCN(C(=O)CN(c2ccc(OC)cc2)S(=O)(=O)c2c(C)noc2C)CC1	101	-1	17	-3	102	106	6	23
O=c1oc(C2(O)CCCCC2)cc2ccc(/C=C/c3ccc(F)cc3)cc12	102	1	.	-3	98	89	1	0
COCCn1cnc2c1c(=O)n(CC(=O)NCC(F)(F)F)c(=O)n2Cc1ccccc1	97	4	-13	-6	94	97	1	0
CN(C)C(=O)CS(=O)(=O)c1ccc(Cl)cc1	132	1	9	4	104	104	-4	-5
CC1(C)CC(=O)C2=C(C1)Nc1ccccc1NC2c1ccccc1F (stereo not given)	102	0	3	1	105	99	-2	3
Cc1ccc(NC(=O)Cn2ccsc2=N)c([N+](=O)[O-])c1	98	4	-9	8	100	95	0	-9
Cc1cnc(C(=O)Nc2ccc(F)cc2)cn1	101	-2	1	1	102	97	0	-14
COc1ccc(-c2cc(C(=O)N(C)CC(=O)Nc3ccccc3Br)c3ccccc3n2)cc1OC	103	22	0	-7	88	86	3	12
Cc1ccc(OCCC(=O)OCC(=O)N2CC(=O)Nc3ccccc32)cc1	113	-1	.	-3	106	105	8	-16

(more compounds)
SMILES	LAP4 TOR yeast	AHR activator	EBNA-1 inh	proCasp7 act	MEP2-GFP yeast	RPL19A TOR yeast	procasp3 activ	ZTA DNA inh
Cc1ccc2nc(SCC(=O)NC3CCCCC3)nc(=O)n2c1	102	-1	-13	6	106	101	4	-3
C/C(=N\NC(=O)c1ccco1)c1cc(Cl)sc1Cl	102	7	0	-1	101	103	7	-7
O=C(Nc1c2ccccc2nc2ccccc12)C(Cl)(Cl)Cl	89	32	-4	-13	120	46*	-15	-10
COc1ccc(C(=O)CSc2ncnc3nc[nH]c23)cc1	109	3	-4	6	98	99	-13	-4
O=C1CN(c2nc(-c3ccccc3)c3cc(Br)ccc3n2)c2ccccc2N1	102	12	-12	0	100	97	3	7
CCn1nc(C)cc1C(=O)N1CCCC(C(=O)c2ccc(OC)cc2C)C1 (stereo not given)	101	8	-18	-2	103	100	2	1
CC1C(=O)C(C)C(c2ccc([N+](=O)[O-])cc2)NC1c1ccc([N+](=O)[O-])cc1 (stereo not given)	95	1	5	10	95	96	3	-11
Cc1cc(C)n2cc(CSc3nnc(N)s3)nc2n1	99	0	6	-1	101	91	0	18
CC(C)CNC(=O)C1Nc2ccc(OC(F)(F)F)cc2C2C=CCC12 (stereo not given)	121	4	-3	-9	94	94	-23	-11
Cc1c(Cl)ccc2sc(N3CCN(C(=O)C4=COCCO4)CC3)nc12	125	-2	-13	10	106	98	2	4
CCOc1ccc(C(=O)CSc2nnc(C3CC3)n2C)cc1	95	9	-4	-13	101	98	-5	11
NC(=O)[C@H]1CC2(CC(c3cccc(NC(=O)COc4ccc(Cl)cc4)c3)=NO2)CN1C(=O)c1ccccc1C(=O)c1ccccc1 (stereo not given in full)	111	1	5	5	97	102	1	10
CCCC1CC(C)(/C(C)=N\NC(N)=S)OC1=O (stereo not given)	94	-1	-5	-4	97	95	7	-4
CCOc1ccc2c(c1)N(C(=O)CN1C(=O)CCC1=O)C(C)(C)C=C2C	103	-3	-14	3	115	105	-3	-5
CNC(=O)N1c2ccccc2C=Cc2ccccc21	96	1	4	7	108	106	8	-16
Cc1cc(C)c(S(=O)(=O)NCCSCc2ccco2)c(C)c1	105	2	.	-11	99	96	2	-2
COc1ccccc1-c1cc(C(F)(F)F)nc(N2CCCCC2)n1	91	6	-11	0	93	88	2	-4
N#CCCN(C(=O)COc1ccc(Cl)cc1Cl)c1ccccc1	93	-2	-7	-5	101	101	4	-11
CCOC(=O)C1CCN(C(=O)Cc2c(F)cccc2Cl)CC1	110	-3	-2	5	109	106	-2	4
COC(=O)c1oc2ccc(OC)cc2c1N	101	7	11	5	101	97	6	4
